# Bioassay records (PubChem BioAssay)
# KAT2A inh: GCN5L2 (KAT2A) acetyltransferase inhibition. Potency, µM (series often up to 58.9 µM), without a hit: at the top dose activity change, negative = inhibition, hits mostly inhibitors. 390,000 tested, 0.21% active. GCN5L2 HAT assay, ThioGlo1 CoA-SH fluorescence. Q92830
# Target sequence (Q92830 whole entry, looked up): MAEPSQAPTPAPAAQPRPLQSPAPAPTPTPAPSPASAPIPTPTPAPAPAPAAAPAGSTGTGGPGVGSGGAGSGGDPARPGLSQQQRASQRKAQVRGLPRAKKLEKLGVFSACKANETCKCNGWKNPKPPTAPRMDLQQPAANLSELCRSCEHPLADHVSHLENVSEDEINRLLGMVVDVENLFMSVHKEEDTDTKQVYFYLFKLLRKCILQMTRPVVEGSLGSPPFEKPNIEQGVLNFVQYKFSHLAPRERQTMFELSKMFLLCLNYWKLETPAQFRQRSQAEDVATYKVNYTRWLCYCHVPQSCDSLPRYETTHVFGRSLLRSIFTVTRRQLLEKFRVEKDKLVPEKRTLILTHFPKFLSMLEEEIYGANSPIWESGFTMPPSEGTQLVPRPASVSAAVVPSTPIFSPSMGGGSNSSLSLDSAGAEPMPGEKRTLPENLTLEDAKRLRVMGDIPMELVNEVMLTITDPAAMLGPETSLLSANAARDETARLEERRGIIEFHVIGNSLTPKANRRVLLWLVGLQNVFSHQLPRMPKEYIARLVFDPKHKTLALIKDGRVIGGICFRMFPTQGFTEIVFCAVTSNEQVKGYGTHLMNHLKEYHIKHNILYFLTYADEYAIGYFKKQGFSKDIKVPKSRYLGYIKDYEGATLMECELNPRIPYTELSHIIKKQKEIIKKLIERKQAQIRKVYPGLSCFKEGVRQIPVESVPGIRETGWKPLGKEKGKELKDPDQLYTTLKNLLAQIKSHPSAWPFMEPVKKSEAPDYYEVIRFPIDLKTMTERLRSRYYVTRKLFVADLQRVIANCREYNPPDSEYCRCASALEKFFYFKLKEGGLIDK
#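 Fluorescence readout, Ex340nm/Em540nm: ThioGlo1 (50uM final) reacts with free CoA thiol released as 20nM GCN5L2 acetylates H3(1-25) peptide (75uM) using acetyl-CoA (70uM). Compound and enzyme sat 15 min beforehand; 20 min room-temperature reaction.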
# FEN1 inhibitor: blocks human flap endonuclease 1; P39748; Recombinant FEN1 flap cleavage, fluorescence, 15 min; Potency, µM (series often up to 114 µM), for the others: at the top dose activity change, negative = inhibition, usual class: inhibitors; 390,000 tested, 0.35% active; AID 588795; note: nearly all actives have a fitted effect of over 65% in size
#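 Reaction started by adding substrate (50 nM final) to 10 nM enzyme after 15 min room-temperature compound preincubation. Reads at 0 and 15 min, with data normalized and fitted to a four-parameter Hill equation.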
# N370S GC: inhibitors or activators of N370S glucocerebrosidase for Gaucher disease; N370S GC spleen homogenate, 4MU-glucoside fluorescence; Potency, µM (highest dose often 59.4 µM), for inactives: at the top dose activity change, negative = inhibition, hits mostly inhibitors; 330,000 tested, 0.092% active; AID 2101;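 note: 0% = full enzyme activity and -100% = no enzyme basal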
# Starred values were filed as active, the others as inactive; ? = inconclusive; . = not tested or not shown; & = joins results of further samples; [ ] = dose if it differs, or a comment. Calls come from the whole dose curve; as a rule, active = well fitted curve in the direction sought with a large enough effect; inconclusive = small, poorly fitted or top-dose-only effect, or another doubt; inactive = no such curve, though single readings can be large; an effect the other way counts as inactive or inconclusive. Unless noted, % is set by controls: 0 for no effect and ±100 for the full control effect; potency is the fitted concentration of half-maximal effect. This is a subset, so the mix of outcomes need not match the whole.
SMILES,KAT2A inh,FEN1 inhibitor,N370S GC
CC/C(C)=N/Nc1nc2c(c(=O)[nH]c(=O)n2C)n1Cc1ccccc1,-10.9%,-23.9%,-1.5%
COc1ccc(/C=C/C(=O)Nc2ccc(Cl)cc2Cl)cc1,-3.8%,-2.4%,.
CCC1(C)Cc2ccccc2-c2nc(NCCCO)n(C)c(=O)c21 (stereo not given),-2.8%,-9.3%,18.7%
Cc1ccc(C(=O)C[n+]2cc(-c3ccc(C)cc3)n3c2CCCCC3)cc1,?,0.2%,?
CSc1nc2c(sc3ccccc32)c(=O)n1Cc1ccc(C)cc1,-6.5%,21.4%,.
C/C(CCc1ccc2c(c1)OCO2)=N\N=C1\NC(=O)CC(C(=O)Nc2ccc(Cl)cc2)S1 (stereo not given),-2.6%,-2.0%,-0.7%
CCOC(=O)c1nnn2c1nc(N1CCOCC1)c1ccccc12,-5.3%,-3.1%,-1.6%
CC(=O)Nc1ccc(NC(=O)c2c([N+](=O)[O-])cnn2C)cc1,-4.5%,36.6%[activator],-0.4%
CCOC(=O)c1ccccc1NC(=O)CN1C(=O)CCS(=O)(=O)c2ccccc21,-1.5%,4.4%,6.8%
Cc1nn(C)c(C(=O)N/N=C/c2ccc(Br)cc2)c1Cl,0.0%,4.1%,1.8%
OCC1CCN(Cc2cn(Cc3ccccc3)nc2-c2cc3ccccc3o2)CC1,-3.0%,4.0%,-11.4%
CC(=O)OC1CC2CCC1(C)C2(C)C (stereo not given),39.0%&17.6%[activator],.,-0.5%&1.8%
O=C(O)CSc1ccccn1,0.3%,1.0%,7.1%
CC(=O)Nc1ccc(NC(=O)c2ccc(C)c(S(=O)(=O)Nc3cccc(C)c3)c2)cc1,-18.3%,3.8%,5.7%
COc1cc(/C=C(\C#N)C(=O)NCc2cccs2)ccc1O,-3.4%,21.0%,-9.2%
O=C(Nc1cc(Cl)cc(Cl)c1)C1CCC(=O)N1Cc1ccccc1Cl (stereo not given),-7.2%,-19.0%,8.3%
COc1cc(S(=O)(=O)Nc2ccc3cn[nH]c3c2)ccc1Cl,-9.2%,-14.0%,-9.3%
NS(=O)(=O)c1ccc(CNC(=O)c2cc(=O)c3ccccc3o2)cc1,19.9%,0.9%,-6.2%
CC1CCN(c2ccc(S(=O)(=O)N3CCC(C)CC3)cc2N)CC1,-8.0%,-20.3%,27.0%
COc1ccc(N2CCN(C(=O)c3cc(=O)c4ccc(C)cc4o3)CC2)cc1,-22.1%,-19.0%,3.9%
Nc1nonc1N1CCCCC1,-1.9%,3.9%,0.1%
CS(=O)(=O)Nc1cccc(-c2cn3ccccc3n2)c1,-3.1%,11.2%,16.2%
O=C1CSC(=S)N1c1ccc(F)c(Cl)c1,-2.8%,-16.1%,-17.0%
CC(=O)NCc1ccc(C(=O)O)cc1,18.5%,2.3%,-1.0%
CCN(CCO)c1ccc(NC(=S)Nc2cccc(S(=O)(=O)N(C)C)c2)cc1,-3.4%,-10.9%,-1.5%

# Structural class: the compounds so far containing a COOH group.
SMILES,KAT2A inh,FEN1 inhibitor,N370S GC
O=C(O)CSc1ccccn1,0.3%,1.0%,7.1%
CC(=O)NCc1ccc(C(=O)O)cc1,18.5%,2.3%,-1.0%

# (further entries)
SMILES,KAT2A inh,FEN1 inhibitor,N370S GC
Cc1cccc(N2C(=O)CC(SC(=Nc3ccccc3)Nc3ccccc3)C2=O)c1 (stereo not given),-8.4%,-19.3%,-2.0%
C#CCN1C(=O)S/C(=C\c2cc3c(cc2OC)OCO3)C1=O,-2.2%,-7.5%,-8.4%
CCSc1nc2ccccc2c(=O)n1Cc1ccc(F)cc1,-3.1%,0.2%,22.4%
O=C(CN1CCN(S(=O)(=O)c2ccc(F)cc2)CC1)NC1CCCC1,-13.8%,0.0%,-1.7%
COc1ccc(C(=O)NCC(=O)N/N=C(\C)c2ccco2)cc1OC,-3.8%,10.9%,3.0%
O=C(/C=C/c1ccco1)N1CCC(Cc2ccccc2)CC1,3.9%,-7.9%,7.7%
Cc1ccc(/C=N/NC(=O)c2c(C)nc3ccc(Br)cn23)cc1,-5.1%,22.6%,-3.3%
CCN1CCN(c2cc3c(cc2F)c(=O)c(S(=O)(=O)c2cc(C)cc(C)c2)cn3CC)CC1,-3.2%,14.2%,.
Cc1c(C(C)NC(=O)c2ccc3nc(Cc4ccccc4F)oc3c2)cnn1C (stereo not given),-24.1%,3.9%,-7.3%
Cc1cc(C)c(S(=O)(=O)NCC(c2ccco2)N2CCc3ccccc3C2)c(C)c1 (stereo not given),-7.5%,-24.5%,9.2%
Cc1ccc(CNC(=O)c2ccc3c(=O)n(-c4ccccc4)c(=O)[nH]c3c2)cc1,-3.0%,17.9%,.
O=C(CCCOc1ccccc1)NC1CCCc2ccccc21 (stereo not given),0.2%,-0.9%,3.8%
CC(=O)Nc1c(Cl)cc([N+](=O)[O-])c2ccccc12,1.4%,4.9%,0.2%
CN(C)c1ccnc(Nc2ccc(O)cc2)c1C#N,-7.9%,0.5%,5.4%
CN(C)c1ccc(-c2nn3c(-c4ccc(Cl)cc4Cl)nnc3s2)cc1,1.2%,.,-11.9%
COc1cc(CNCCSc2nnnn2C)ccc1OCc1ccc(Cl)cc1Cl,-3.2%,-19.8%,.
Cc1cc(C(=O)Nc2cccc(-c3ccc(N4CCOCC4)nn3)c2)ccc1[N+](=O)[O-],-13.2%,-17.0%,-7.0%
Cc1cc(C(=O)NNC(=S)NCC(C)C)no1,-5.8%,-4.5%,10.3%
O=C(NCCc1ccccc1)c1ccc2c(c1)N(Cc1ccc(F)cc1)C(=O)c1ccccc1S2,-1.3%,-17.2%,.
COc1ccc(NC(=O)CCc2nnc3ccc(N4CCC5(CC4)OCCO5)nn23)cc1,-0.2%,-7.1%,23.7%
COc1ccccc1-c1nnc(SCC(=O)O)n1-c1ccccc1,-2.6%,-3.7%,-1.7%
CSCC(=O)NC1CCCN(C2Cc3ccccc3C2)C1 (stereo not given),0.0%,3.3%,-5.9%
Cc1ccc(C(=O)N[C@H](C(=O)OCc2cc(=O)oc3cc(C)ccc23)C(C)C)cc1,23.9%,2.3%,6.2%
CCOC(=O)CSc1nc2c(c(-c3ccc(C)o3)c1C#N)CCCC2,-7.4%,-19.0%,?
Cc1cc(C)c(S(=O)(=O)c2ccccc2)c(OC(=O)c2c(F)cccc2Cl)n1,-9.7%,-19.6%,5.8%
SMILES,KAT2A inh,FEN1 inhibitor,N370S GC
CCOCC(=O)Nc1cc(C)on1,0.3%,-7.3%,3.7%
O=S(=O)(Nc1ccccc1Cl)c1cccc2nsnc12,-4.5%,16.3%,-13.2%
O=C(COC(=O)CCC1CCCC1)Nc1ccc(Cl)cc1F,-6.8%,-12.0%,-3.3%
CCC(C)N1CC(O)=C(c2nc3ccccc3[nH]2)C1=N (stereo not given),-2.3%,-7.5%,4.0%
COc1ccc(/C=N/NC(=O)c2cc(-c3cccnc3)nc3ccccc23)c(OC)c1,-10.0%,-3.1%,-6.9%
O=[N+]([O-])c1cc2c(c(CSc3nnc(Nc4ccccc4)s3)c1)OCOC2,-1.6%,-0.6%,-12.1%
Cc1cc(N(C)C(=O)c2ccc3c(c2)S(=O)(=O)c2cc(Cl)ccc2C3=O)c(C(F)(F)F)o1,-2.4%,3.5%,.
COc1ccc(NC(=O)O/N=C/c2ccncc2)cc1,-2.5%,4.0%,-4.0%
O=C(CN1CCN(Cc2ccccc2)CC1)NC(=O)NC1CCCCC1,2.6%,-3.5%,-3.3%
COCc1[nH][nH]c(=O)c1C=NCC(=O)OC,-10.1%,24.1%,-3.7%
CCOc1ccc(C(=O)c2cn(CC(=O)Nc3ccc4c(c3)OCO4)c3ccc(OCC)cc3c2=O)cc1,-0.7%,-9.5%,.
CCOC(=O)c1sc(=S)n(C)c1C,-7.6%,-6.1%,6.2%
CCOC(=O)C1CCN(C(=O)CN(c2cc(Cl)ccc2OC)S(=O)(=O)c2ccccc2)CC1,-19.7%,10.4%,-1.2%
Cc1cccc(N2CCCn3c2nc2c3c(=O)n(CCN3CCOCC3)c(=O)n2C)c1,-1.8%,2.0%,4.7%[2.35 µM]
Cc1cccc(CNC(=O)c2ccc(NC(=O)C3=CSCCO3)cc2)c1,-9.3%,8.9%,2.6%
CCC(=O)c1ccc(OCCN2CCOCC2)cc1,-0.1%,-11.7%,28.5%
CC1CN(c2nc(N(C)c3ccccc3)nc(N)c2[N+](=O)[O-])CC(C)O1 (stereo not given),4.8%,-14.4%,-3.4%
CCn1c(N)c(C(=O)NCc2ccco2)sc1=S,?,-10.4%,2.4%
Cc1ccccc1NC(=O)Cc1nc(COC(=O)c2ccc(Cl)c(S(N)(=O)=O)c2)cs1,-18.1%,1.0%,27.9%
CCOc1ccc(-c2noc(-c3cccnc3)n2)cc1OC,-11.4%,-2.9%,2.8%
COc1ccc(Cl)cc1NC(=O)CCN1C(=O)C2CC=CCC2C1=O (stereo not given),-11.0%,1.4%,-0.6%
Cc1cc(NC(=O)CCN2CCN(C)CC2)ccc1Br,-24.0%,-6.9%,0.2%
COc1cccc(CNC(=O)c2nn(-c3ccc(C)cc3)c(=O)c3c2c2ccccc2n3C)c1,0.5%,0.9%,.
O=C(C1CCN(S(=O)(=O)c2cnc[nH]2)CC1)N1CCc2ccccc2C1,2.0%,2.7%,2.4%
CCCn1c(SCC(=O)N2CCc3ccccc3C2)nc(O)cc1=O,-7.9%,7.6%,.
SMILES,KAT2A inh,FEN1 inhibitor,N370S GC
Cn1cc(SCC(=O)NC2CCCC2)c2ccccc21,-2.5%,-2.1%,-14.5%
NC(=O)/C(=C/c1ccco1)NC(=O)/C=C/c1ccccc1,-0.2%,-16.0%,1.8%
Cc1ccc(C(=O)c2c(NC(=O)c3ccccc3C)sc(C)c2C)cc1,-3.6%,-8.6%,15.3%
CN(C)CCNC(=O)CNC(=S)N(CCCN1CCOCC1)Cc1cccs1,11.8%,3.5%,-6.3%
CC(=O)N1CCC(N(CCN2CCOCC2)C(=S)Nc2ccc(C)c(C)c2)CC1,-0.2%,-2.3%,0.1%
CC1=C(C)CC(C(=O)c2ccc(C)cc2)C(C(=O)O)C1 (stereo not given),-12.4%,-5.5%,8.1%
Cc1cccc(NS(=O)(=O)c2cccc(C(=O)NCCCN3CCCC3=O)c2)c1,-3.7%,0.7%,0.9%
COc1ccc(-c2cc(C(=O)N(C)Cc3ccccc3)c3ccccc3n2)cc1,-2.0%,-9.6%,?
CCc1noc(C)c1C(=O)NNC(=O)COc1cc(C)ccc1C,-5.7%,-0.8%,.
CC(C)C(=O)Nc1nnc(SCC(=O)NC2CC2)s1,-3.6%,-4.1%,?
CCOC(=O)c1c(C)[nH]c(C)c1C(=O)COC(=O)Cc1ccc(OC)c(OC)c1,-0.9%,-0.1%,.

# Compounds shown so far containing an aryl methoxy group:
SMILES,KAT2A inh,FEN1 inhibitor,N370S GC
COc1ccc(/C=C/C(=O)Nc2ccc(Cl)cc2Cl)cc1,-3.8%,-2.4%,.
COc1cc(/C=C(\C#N)C(=O)NCc2cccs2)ccc1O,-3.4%,21.0%,-9.2%
COc1cc(S(=O)(=O)Nc2ccc3cn[nH]c3c2)ccc1Cl,-9.2%,-14.0%,-9.3%
COc1ccc(N2CCN(C(=O)c3cc(=O)c4ccc(C)cc4o3)CC2)cc1,-22.1%,-19.0%,3.9%
C#CCN1C(=O)S/C(=C\c2cc3c(cc2OC)OCO3)C1=O,-2.2%,-7.5%,-8.4%
COc1ccc(C(=O)NCC(=O)N/N=C(\C)c2ccco2)cc1OC,-3.8%,10.9%,3.0%
COc1cc(CNCCSc2nnnn2C)ccc1OCc1ccc(Cl)cc1Cl,-3.2%,-19.8%,.
COc1ccc(NC(=O)CCc2nnc3ccc(N4CCC5(CC4)OCCO5)nn23)cc1,-0.2%,-7.1%,23.7%
COc1ccccc1-c1nnc(SCC(=O)O)n1-c1ccccc1,-2.6%,-3.7%,-1.7%
COc1ccc(/C=N/NC(=O)c2cc(-c3cccnc3)nc3ccccc23)c(OC)c1,-10.0%,-3.1%,-6.9%
COc1ccc(NC(=O)O/N=C/c2ccncc2)cc1,-2.5%,4.0%,-4.0%
CCOC(=O)C1CCN(C(=O)CN(c2cc(Cl)ccc2OC)S(=O)(=O)c2ccccc2)CC1,-19.7%,10.4%,-1.2%
CCOc1ccc(-c2noc(-c3cccnc3)n2)cc1OC,-11.4%,-2.9%,2.8%
COc1ccc(Cl)cc1NC(=O)CCN1C(=O)C2CC=CCC2C1=O (stereo not given),-11.0%,1.4%,-0.6%
COc1cccc(CNC(=O)c2nn(-c3ccc(C)cc3)c(=O)c3c2c2ccccc2n3C)c1,0.5%,0.9%,.
COc1ccc(-c2cc(C(=O)N(C)Cc3ccccc3)c3ccccc3n2)cc1,-2.0%,-9.6%,?
CCOC(=O)c1c(C)[nH]c(C)c1C(=O)COC(=O)Cc1ccc(OC)c(OC)c1,-0.9%,-0.1%,.
